Source: PubChem BioAssay (National Center for Advancing Translational Sciences (NCATS))
BLM inh: blocks DNA unwinding by human BLM helicase | recombinant BLM DNA unwinding, fluorescence dequenching | AID 2528 | 0.2% of 350,000 active | P54132 | Potency, µM (doses to about 56.1 µM), for the others: top-dose activity change, negative = inhibition, actives largely listed as inhibitors;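 further: plate controls were vehicle for no effect and no enzyme for full effect; nearly all actives have a fitted effect of over 35% in size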
Target sequence (P54132 whole entry, looked up): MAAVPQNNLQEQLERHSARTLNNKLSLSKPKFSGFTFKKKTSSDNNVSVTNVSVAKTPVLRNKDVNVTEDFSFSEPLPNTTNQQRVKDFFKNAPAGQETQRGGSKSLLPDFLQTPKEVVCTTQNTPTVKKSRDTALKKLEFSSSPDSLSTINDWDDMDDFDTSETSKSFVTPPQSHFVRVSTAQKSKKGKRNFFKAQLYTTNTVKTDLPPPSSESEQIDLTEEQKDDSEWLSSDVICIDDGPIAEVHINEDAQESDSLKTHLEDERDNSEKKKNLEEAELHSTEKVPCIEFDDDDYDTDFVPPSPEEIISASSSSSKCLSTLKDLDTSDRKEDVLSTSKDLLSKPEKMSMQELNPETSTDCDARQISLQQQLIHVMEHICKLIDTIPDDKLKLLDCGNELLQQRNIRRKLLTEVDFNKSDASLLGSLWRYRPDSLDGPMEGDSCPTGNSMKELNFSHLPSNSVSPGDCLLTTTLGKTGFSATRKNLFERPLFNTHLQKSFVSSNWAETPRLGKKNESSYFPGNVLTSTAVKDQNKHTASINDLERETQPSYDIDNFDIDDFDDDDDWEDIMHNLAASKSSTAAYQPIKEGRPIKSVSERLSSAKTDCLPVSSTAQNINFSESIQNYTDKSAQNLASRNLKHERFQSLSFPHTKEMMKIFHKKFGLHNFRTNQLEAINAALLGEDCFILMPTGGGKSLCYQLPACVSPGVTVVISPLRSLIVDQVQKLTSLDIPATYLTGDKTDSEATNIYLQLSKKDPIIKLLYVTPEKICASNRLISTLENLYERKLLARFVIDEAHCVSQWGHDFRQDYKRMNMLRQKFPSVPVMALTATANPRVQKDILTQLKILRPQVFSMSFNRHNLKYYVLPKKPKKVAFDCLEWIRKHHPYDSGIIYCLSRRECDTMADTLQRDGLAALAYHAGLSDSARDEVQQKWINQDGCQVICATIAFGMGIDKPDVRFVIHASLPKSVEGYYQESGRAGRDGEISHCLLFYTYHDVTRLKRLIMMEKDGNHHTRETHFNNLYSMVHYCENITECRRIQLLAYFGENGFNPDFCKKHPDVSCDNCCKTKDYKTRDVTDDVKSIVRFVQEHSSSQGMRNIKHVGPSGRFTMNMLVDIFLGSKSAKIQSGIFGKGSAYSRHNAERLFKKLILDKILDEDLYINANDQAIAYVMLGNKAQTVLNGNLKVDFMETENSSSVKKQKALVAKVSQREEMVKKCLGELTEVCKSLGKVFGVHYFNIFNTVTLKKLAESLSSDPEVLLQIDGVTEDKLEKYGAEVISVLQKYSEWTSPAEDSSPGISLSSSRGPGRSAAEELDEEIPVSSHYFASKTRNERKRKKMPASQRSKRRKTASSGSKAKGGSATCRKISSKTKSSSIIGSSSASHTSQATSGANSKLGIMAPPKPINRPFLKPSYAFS
POLH inh: blocks human DNA polymerase eta activity; 1.2% of 390,000 active; recombinant Pol eta, fluorescent DNA replication assay; Potency, µM (top dose mostly 114 µM), for inactives: at the top dose activity change, negative = inhibition, most hits filed as inhibitors; Q9Y253; further: on the % scale 0 is the no-effect control and ±100 the full control effect
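Pol eta at 10 nM preincubated with compounds 15 min at room temperature; reaction started with fluorescent substrate (50 nM final) and read kinetically at 0 and 10 min.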
G9a block: inhibitors of human histone lysine methyltransferase G9a; Potency, µM (doses to about 102 µM), inactives show at the top dose activity, negative = inhibition, usual class: inhibitors; G9a H3K9 monomethylation, AlphaScreen, 2 h; 8.8% of 350,000 active; further: on the % scale 0 is the no-effect control and ±100 the full control effect; nearly all actives have a fitted effect of over 75% in size
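G9a (20 nM) preincubated 15 min RT with compounds, then 500 nM biotinylated H3K9 peptide and 20 uM SAM added; 2 h RT reaction. Monomethyl-H3K9 product detected by AlphaScreen with anti-H3K9me1 antibody, streptavidin donor and anti-rabbit IgG acceptor beads.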
Pol iota inh: blocks human DNA polymerase iota activity. Q9UNA4. Pol iota fluorescent replication assay, 10 min. Potency, µM (doses to about 115 µM), inactives show at the top dose activity, negative = inhibition, usual class: inhibitors. 1% of 390,000 active
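Fluorescent replication assay read twice, at 0 min and 10 min after adding 50 nM (final) substrate. Enzyme (10 nM) and compounds were first incubated 15 min at room temperature; enzyme-free buffer wells were negative controls.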
JMJD2A Tudor: blocks the human JMJD2A Tudor domain. O75164. AlphaScreen JMJD2A-Tudor / H3K4me3 peptide binding. Potency, µM (series often up to 114 µM), inactives show at the top dose activity change, negative = inhibition, hits mostly inhibitors. 4.4% of 390,000 active. AID 504339; further: on the % scale 0 is the no-effect control and ±100 the full control effect; nearly all actives have a fitted effect of over 50% in size
APE1 inh: inhibitors of human APE1 endonuclease; recombinant APE1, TAMRA/BHQ-2 abasic DNA cleavage fluorescence; P27695; AID 2517; Potency, µM (top dose mostly 65.8 µM), for the others: at the top dose activity change, negative = inhibition, usual class: inhibitors; 0.35% of 350,000 active;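 further: plate controls were vehicle for no effect and reference inhibitor for full effect; nearly all actives have a fitted effect of over 55% in size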
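Readout is kinetic fluorescence (ex 525, em 598 nm) from cleavage of 50 nM TAMRA/BHQ-2 THF abasic duplex by 0.75 nM APE1, compound added 15 min beforehand at RT.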
BAZ2B block: inhibitors of human BAZ2B bromodomain | AID 504333 | AlphaScreen BAZ2B-H3K14Ac peptide displacement | Potency, µM (doses to about 114 µM), for inactives: top-dose activity change, negative = inhibition, actives largely listed as inhibitors | 4.4% of 360,000 active | Q9UIF8; further: on the % scale 0 is the no-effect control and ±100 the full control effect; nearly all actives have a fitted effect of over 60% in size
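Compounds, titrated to a top concentration of 110 uM, were incubated 30 min at room temperature with preformed BAZ2B/acetyl-K14 H3 peptide complex (50 nM each). Proximity signal was measured by AlphaScreen after 20 min with beads.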
Pol beta inh: inhibitors of human DNA polymerase beta; P06746; Pol beta primer extension/strand displacement, fluorescence kinetic; Potency, µM (titrated, usually from 114 µM), for the others: top-dose activity change, negative = inhibition, hits mostly inhibitors; 1.3% of 340,000 active; AID 485314; further: on the % scale 0 is the no-effect control and ±100 the full control effect
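Kinetic readout of DNA synthesis with strand displacement by Pol beta. Compound and 10 nM enzyme sit 15 min at room temperature; 50 nM substrate starts the reaction, read immediately and at 10 min.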
POLK inh: blocks human DNA polymerase kappa activity. Q9UBT6. purified Pol kappa, fluorescent DNA synthesis assay, 10 min. Potency, µM (top dose mostly 107 µM), without a hit: at the highest dose activity, negative = inhibition, actives largely listed as inhibitors. 0.53% of 400,000 active. AID 588579; further: on the % scale 0 is the no-effect control and ±100 the full control effect
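Enzyme at 10 nM met test compounds for 15 min at room temperature. Substrate addition (50 nM final) began the reaction, which was monitored by fluorescence at 0 and 10 min.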
* marks the source's active call; other numbers are inactive results; ? = inconclusive; · = not tested or not shown; [ ] = dose if it differs, or a comment. The call rests on the fitted dose curve; in most records, active means well fitted curve in the direction sought with a large enough effect; inconclusive means small, poorly fitted or top-dose-only effect, or another doubt; inactive means no such curve, though single readings can be large; an effect the other way counts as inactive or inconclusive. Potency means the concentration at half of the fitted maximal effect. Some of the compounds tested, so the mix of outcomes need not match the whole.

BLM inh,POLH inh,G9a block,Pol iota inh,JMJD2A Tudor,APE1 inh,BAZ2B block,Molecule,Pol beta inh,POLK inh
·,-15%,-10%[2.33 µM],18%,1%,4%,5%,CCOC(=O)C1=C(COC(=O)CCOc2ccc(OC)cc2)NC(=O)NC1C (stereo not given),·,0%
-2%,-6%,·,31%[activator],-13%,8%,-6%,CC(C)NC(=O)N1CCC(n2nccc2NC(=O)CCOc2ccccc2)CC1,-2%,-5%
·,-9%,·,10%,?,·,·,Cc1ccc(-c2csc(NCCc3nc4cc(Cl)c(Cl)cc4n3CCOCCO)n2)cc1,·,-9%
-6%,-18%,0%[59 µM],14%,-27%,-10%,-10%,Cc1cc(C)cc(N(C(=O)c2nsc(Cl)c2Cl)C(C(=O)NC2CCCC2)c2ccc(O)cc2)c1 (stereo not given),-11%,-9%
-5%,-15%,-9%[59 µM],8%,-10%,-2%,2%,CC1(C)Cc2c(sc(NC(=O)C(C)(C)C)c2C#N)C(C)(C)N1,23%,2%
0%,-21%,·,103%[activator],-5%,17%,-6%,Cn1c2ccccc2c2cc([N+](=O)[O-])ccc21,-2%,-15%
-2%,1%,-1%[59 µM],28%,-16%,·,2%,N#C/C(=C/c1ccc(Cl)cc1Cl)c1nc2ccccc2c(=O)[nH]1,23%,-4%
-9%,-14%,-1%[59 µM],9%,-4%,·,·,CCOc1ccc(OCC)c(NC(=O)c2nnn(CC(=O)Nc3ccc(C)cc3C)c2N)c1,27%,3%
-3%,-1%,-33%,1%,-9%,-5%,?,O=C(CN(C(=O)c1ccc(Cl)cc1)N1C(=O)C2C3C=CC(C3)C2C1=O)c1cccs1 (stereo not given),1%,3%
-1%,-14%,11%,12%,-11%,0%,11%,O=S(=O)(NC1CCCCC1N1CCCCC1)c1ccccc1 (stereo not given),20%,-19%[60.1 µM]
-6%,-27%,?,135%[activator],40µM*,5%,35µM*,Cc1ccc(C2(CCNCc3ccc(N(C)C)cc3)CCOC(C(C)C)C2)cc1 (stereo not given),17%,-15%
-3%,-7%,8%[59 µM],-4%,-13%,·,7%,O=c1cc(CSc2ccccc2)[nH]c2ccc(F)cc12,3%,-3%[60.1 µM]
-3%,0%,4µM*,-42%,?,·,?,Cc1ccc(CC(=O)Nc2ccc3c(c2)N(C)C(=O)c2ccccc2S3)cc1,?,-13%[60.1 µM]
·,-15%,17%[12.7 µM],21%,-5%,13%,3%,O=C(CCNC(=O)c1ccco1)NCCN1C(=O)S/C(=C\c2ccc(F)cc2)C1=O,·,3%
-25%,25µM*,40µM*,35µM*,?,?,22µM*,O=C(NC1CCC(O)CC1)c1cc(-c2ccco2)nc2ccccc12 (stereo not given),13µM*,?
1%,-2%,-34%,-2%,-11%,3%,-9%,CCc1nnc(NS(=O)(=O)c2ccc(NC(=O)c3ccco3)cc2)s1,-2%,-22%
-2%,-15%,3%[59 µM],24%,-12%,·,-16%,CCOC(=O)N1CCN(C(=O)c2ccc3c(c2)N(Cc2ccccc2F)C(=O)c2ccccc2S3=O)CC1 (stereo not given),2%,-2%
4%,22µM*,14µM*,-11%,?,?,40µM*,COc1cc(/C=C2\C(=O)NN(c3ccc(C)cc3)C2=O)cc([N+](=O)[O-])c1O,?,-26%
·,-12%,12%[2.33 µM],10%,-27%,15%,7%,CCCCCCCNC(=O)C1(CC2CC(c3cccc(Br)c3)=NO2)CCN(C(=O)c2ccccc2)CC1 (stereo not given),·,-9%
-1%,-14%,-8%[59 µM],3%,-14%,0%,2%,CN1CCC(=NNC(=O)CN(c2ccc(Oc3ccccc3)cc2)S(C)(=O)=O)CC1,27%,-7%
-6%,-12%,-35%[2.33 µM],7%,-9%,-1%,33%,COC(=O)c1[nH]c2ccc(C)cc2c1NS(=O)(=O)c1ccc(F)cc1,-18%,-9%
-15%,-29%,1%,?,10µM*,-3%,-29%,Cc1ccc(NC(=O)c2cc(=O)n(Cc3ccccc3)c(=O)[nH]2)cc1C,40µM*,1%
?,28µM*,-16%[59 µM],45µM*,-32%,·,79µM*,CC(C)(C)c1ccc(-c2nc(SCC(=O)Nc3ccc(Cl)cc3)[nH]c(=O)c2C#N)cc1,79µM*,?
3%,-10%,?,6%,13µM*,-2%,-8%,CC(=O)C1=C(C)NC(SCC(N)=O)=C(C#N)C1C (stereo not given),8%,-11%
3%,-24%,-38%[12.7 µM],17%[58.9 µM],-22%,1%,?,Cn1c(=O)c2c(nc(Oc3ccc4ccccc4c3)n2C)n(C)c1=O,0%,-5%
-2%,-23%,10%,117%[activator],-13%,28%,-2%,O=C(O)c1cccc(S(=O)(=O)N2CCC(Cc3ccccc3)CC2)c1,16%,-6%
0%,-10%,25%,-6%,0%,21%,-3%,Cc1ccc(C(=O)NC(=O)CSc2nnc(C)s2)cc1,7%,-4%
-3%,-16%,50µM*,68%[activator],-12%,-7%,7%,COCCC(=O)Nc1ccc2c(c1)CN(C(=O)c1ccc(CSC)o1)CC2,-15%,5%
-1%,-12%,?,-1%,-11%,5%,-16%,OCCCc1nc2n(n1)C(c1ccccc1)C=C(c1ccc(F)cc1)N2 (stereo not given),2%,-3%
-8%,-5%,?,13%,-12%[57.1 µM],-1%,·,COc1ccc(OC)c(C2=Nn3c(nnc3-c3cccc(OC(C)C)c3)SC2)c1,21%,-16%
2%,2%,16%,14%,-3%,4%,-5%,Cc1cccc(NC(=O)Nc2nnc(-c3ccccc3)o2)c1,4%,-13%
0%,0%,?,4%,-10%,1%,-26%,Cc1nn(-c2ccccn2)c2c1-c1nc(N3CCOCC3)ncc1CC2,15%,-1%
-1%,-5%,-1%,1%,-15%,-1%,-5%,CS(=O)(=O)N1CCN(C(=O)Cc2ccccc2Cl)CC1,0%,1%
1%,-1%,25%,72%[activator],-17%,-4%,-12%,COCCNC(=S)N/N=C(\C)c1ccccc1F,1%,-6%
-3%,-14%,9%[59 µM],21%,8%,·,3%,CCc1ccc(OCC(=O)Nc2c(C(=O)c3ccc(Br)cc3)oc3ccccc23)cc1,-7%,-5%
-4%,-15%,-1%,90%[activator],-12%,-3%,1%,COc1ccc(NC(=O)c2cccn(CC=C(C)C)c2=O)cc1,?,-10%
·,-8%,·,-9%,?,·,·,CCN1CCN(S(=O)(=O)c2ccc(Cl)c(C(=O)N(CCc3ccccc3)Cc3ccccc3)c2)CC1,·,-18%
-8%,-17%,18%,35%[activator],22%,-2%,12%,CCCCN(CCCC)CC(O)Cn1c2ccccc2c(=O)c2ccccc21 (stereo not given),14%,9%
-4%,?,?,-10%,-19%,·,2%,Cc1ccc(C(=O)Nc2nnc(S(=O)(=O)N(C)Cc3ccco3)s2)cc1,-32%,-9%
-7%,-2%,-20%[59 µM],5%,-10%,·,-16%,O=S(=O)(c1ccc(Br)cc1)c1nnn2c1nc(NC1CCCCCC1)c1sccc12,9%,2%
-1%,-9%,-2%,48%[activator],-4%,23%,-3%,CCCN(CCC)C(=O)CC(c1ccccc1)C1CCOC(C)(C)C1 (stereo not given),65%,13%
-8%[12.4 µM],·,8%[2.33 µM],·,·,42%[12.4 µM],-20%[22.9 µM],CCCC[C@]12Cc3cc(C#N)ccc3C(O1)c1c(cc(C)n(Cc3ccccc3)c1=O)O2,7%[22.9 µM],·
0%,-10%,?,-5%,-7%,28%,11%,COC(=O)CSc1nc2c(c(=O)n(C)c(=O)n2C)n1CCC(C)C,-13%,-10%
0%,-15%,-15%[12.7 µM],-4%,8%[11.4 µM],-3%,3%,O=C(Nc1ccc(Cl)cc1)NC1(C(=O)NCCCN2CCOCC2)CCCCC1,-11%,-4%
3%,4%,-34%[59 µM],3%,-7%,-1%,8%,CCN(C(=O)c1cccs1)c1nnc(-c2ccncc2)s1,-1%,-3%
-8%,-7%,?,-9%,-24%,·,-4%,COc1ccccc1NC(=O)CSc1oc(-c2ccccc2)nc1S(=O)(=O)c1ccccc1,-11%,-11%
-2%,-18%,-1%,7%,-6%,-1%,3%,COC(=O)/C=C1\SC(N)=NC1=O,30%,3%
-5%,-16%,-8%[12.7 µM],14%,-13%[11.4 µM],-2%,-2%,O=C(O)CCC(=O)NNC(=O)CCCOc1ccc(Cl)cc1Cl,-7%,1%
-5%,-13%,50%,107%[activator],-21%,23%,-32%,COc1ccc(NC(=O)CN2C(=O)C(C)Oc3ccc(C)cc32)cc1 (stereo not given),-24%,-13%
1%,-16%,39%[activator],-13%,-1%,84%[activator],-15%,CCCc1ccc2oc(C(=O)NCc3nnc(C)o3)c(C)c2c1,21%,7%
-4%,-10%,2%,2%,-22%,0%,8%,Cc1ccc(C)c(NC(=S)NNC(=O)c2sccc2C)c1,29%,0%
0%,-15%,48%[12.7 µM],-17%,?,0%,1%,CC(=O)c1c(O)c(C)c(-c2ccccc2)n(-c2ccccc2)c1=O,27%,1%
1%,·,42%[59 µM],·,·,4%,?,O=C(O)C1C2C=CC(C2)C1C(=O)NCc1ccccn1 (stereo not given),0%,·

Seven compounds drawn at random from the list so far:
BLM inh,POLH inh,G9a block,Pol iota inh,JMJD2A Tudor,APE1 inh,BAZ2B block,Molecule,Pol beta inh,POLK inh
·,-8%,·,-9%,?,·,·,CCN1CCN(S(=O)(=O)c2ccc(Cl)c(C(=O)N(CCc3ccccc3)Cc3ccccc3)c2)CC1,·,-18%
0%,-15%,48%[12.7 µM],-17%,?,0%,1%,CC(=O)c1c(O)c(C)c(-c2ccccc2)n(-c2ccccc2)c1=O,27%,1%
-5%,-16%,-8%[12.7 µM],14%,-13%[11.4 µM],-2%,-2%,O=C(O)CCC(=O)NNC(=O)CCCOc1ccc(Cl)cc1Cl,-7%,1%
-1%,-12%,?,-1%,-11%,5%,-16%,OCCCc1nc2n(n1)C(c1ccccc1)C=C(c1ccc(F)cc1)N2 (stereo not given),2%,-3%
-8%,-5%,?,13%,-12%[57.1 µM],-1%,·,COc1ccc(OC)c(C2=Nn3c(nnc3-c3cccc(OC(C)C)c3)SC2)c1,21%,-16%
-3%,-14%,9%[59 µM],21%,8%,·,3%,CCc1ccc(OCC(=O)Nc2c(C(=O)c3ccc(Br)cc3)oc3ccccc23)cc1,-7%,-5%
0%,0%,?,4%,-10%,1%,-26%,Cc1nn(-c2ccccn2)c2c1-c1nc(N3CCOCC3)ncc1CC2,15%,-1%
